# TAG inh = inhibitors of triacylglycerol accumulation, primary screen, cell-based, uHTS, fluorescence, H9c2; H9c2 cells, Nile Red lipid (TAG) fluorescence; cells loaded with 200 µM oleic acid; inhibition, % at 12.5 µM; hit rate 0.66% among 230,000; AID 651582, 2012;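 active means pattern-corrected inhibition of lipid staining of at least 50% with the nuclear-stain viability signal not falling by more than 50%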;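 further: 0% = DMSO wells and 100% = triacsin C control wells; some results filed as inactive read as strong as hits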
# TAG inh DAPI viability = recorded beside TAG inh, whose call it bears; DAPI nuclei signal change (viability), lower = more cytotoxic, %;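 whole-well DAPI fluorescence read on a plate reader as a viability signal; minus 50 percent equals half of cells still viable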
# The depositor's hits bear a star. These rows are one share of the data. The share of hits here may be higher or lower than overall.
canonical_smiles	TAG inh	TAG inh DAPI viability
CC1CC(N(C(=O)c2ccc(Cl)cc2)c2ccccc2)c2ccccc2N1C(=O)c1ccco1 (stereo unspecified)	-11	6
COc1ccc(C)cc1S(=O)(=O)Nc1cc2c3c(c1)CCC(=O)N3CCC2	-12	-6
Cc1nn(C)cc1C(C)NC(=O)c1cc(COc2c(F)cccc2F)on1 (stereo unspecified)	-4	5
CC(OC(=O)C1CC(=O)N(Cc2ccco2)C1)C(=O)Nc1cccc(C#N)c1 (stereo unspecified)	-15	-2
COc1ccccc1C(=O)NC(=O)COC(=O)c1cccc(OC(F)F)c1	-32	2
CN1CCC(N(C)S(=O)(=O)c2ccc(Cl)cc2)CC1	8	-10
O=C(NCCCCc1ccccc1)c1cccc(NC(=O)C2CCCCC2)c1	1	10
Cc1c(O)ccc(C(=O)COc2ccc(F)cc2)c1O	-21	-2
O=C(Nc1cccnc1)c1cc(-c2ccc(Br)cc2)on1	-1	-4
O=C(CN1C(=O)C2CC=CCC2C1=O)NCC(=O)Nc1ccc(F)c(F)c1 (stereo unspecified)	-3	-2

# Next entries.
canonical_smiles	TAG inh	TAG inh DAPI viability
Cc1ccc(N(C(=O)CC2NC(=O)NC2=O)C2(C(=O)NC3CCCC3)CCCCC2)cc1 (stereo unspecified)	-17	3
CCc1noc(C)c1C(=O)Nc1nc(-c2ccccc2)c(C(C)=O)s1	8	5
CSc1ncccc1C(=O)Nc1nc2ccc(F)cc2s1	7	4
Cc1cc(C)c2nc(NNC(=O)c3ccc(S(=O)(=O)N4CCCCC4)cc3)sc2c1	5	2
CC(=O)c1ccc(OC2(C)CCN(Cc3ccc(OC(F)(F)F)cc3)C2)cc1 (stereo unspecified)	-5	-3
O=C(CCC(=O)Nc1nnc(C2CCCCC2)s1)NCc1ccccc1	13	-2
COc1ccc(/C=N/NC(=O)CCSc2nc3ccccc3s2)cc1	19	-28
O=c1ccc(S(=O)(=O)N2CCCC2)c[nH]1	6	6
O=C1CN(S(=O)(=O)c2ccccc2)CCN1	-3	1
c1ccc(-c2cc3cc4c(cc3cn2)OCO4)cc1	-13	1

# The list goes on.
canonical_smiles	TAG inh	TAG inh DAPI viability
CCN(CC(=O)Nc1cccc(OC)c1)CC(=O)Nc1ccc(C)cc1Cl	-1	-1
COCc1cc(=O)[nH]c(/N=C(\N)Nc2ccc(C)cc2C)n1	1	5
O=C(Nc1cccnc1Cl)c1cccnc1Cl	-11	11
CC(C)Cc1ccc(S(=O)(=O)Nc2cccnc2)cc1	-8	2
OC(Cc1ccccc1Br)c1ncc(-c2ccc(Cl)cc2)[nH]1 (stereo unspecified)	-8	4
Cc1nn(-c2ccccc2)c2c1C(c1ccc(O)c(O)c1)N1C(=N2)C(Nc2ccccc2)=Nc2ccccc21 (stereo unspecified)	13	6
CC(C)(C)OC(=O)NCCCC[C@H](NC(=O)c1nc[nH]c1C(=O)NCc1ccc(CNC(=O)OC(C)(C)C)cc1)C(=O)OC(C)(C)C	-4	-1
CC(OC(=O)CN1C(=O)NC2(CCCC2)C1=O)c1ccc(F)cc1 (stereo unspecified)	-12	-6
O=C(c1cccc(-c2cncc3nccn23)c1)N1CCOCC1	-12	0
COc1ccc(S(=O)(=O)N2CCCCC2)cc1NC(=O)CSc1ncccn1	1	-1

# Further entries follow.
canonical_smiles	TAG inh	TAG inh DAPI viability
COc1ccc(CNC(=O)/C=C/c2ccccc2[N+](=O)[O-])cc1	-11	-2
CNc1ccccc1C(=O)OCC(C)=O	5	-3
O=C(COC(=O)Cn1cnc2ccccc21)Nc1cccc([N+](=O)[O-])c1	10	-4
O=S(=O)(c1ccccc1)c1cc(O)ccc1O	2	0
CCN(CC)c1ccc(/C=C2\C(=O)N(c3nnc(C)c(=O)[nH]3)N=C2C)cc1	-12	4
CC(OC(=O)CCCSc1nc2ccccc2s1)C(=O)NC(N)=O (stereo unspecified)	-15	6
COc1ccc(N2CC(C(=O)N(C)CC(=O)Nc3ccc(Cl)c(C(F)(F)F)c3)CC2=O)c(OC)c1 (stereo unspecified)	-45	1
CCN(CC(=O)Nc1c(F)cccc1F)C(=O)c1cccc(S(=O)(=O)N(C)c2ccccc2)c1	7	-6
CC(C)n1c(=S)[nH]c2cc(Cl)ccc21	24	-11
Cc1cnc(C=O)c2cccc([N+](=O)[O-])c12	11	-9

# Next compounds:
canonical_smiles	TAG inh	TAG inh DAPI viability
CCc1ccc(NC(=O)CSc2nc(O)cc(=O)n2C2CCCC2)cc1	-8	6
c1ccn2cc(-c3ccc4c(c3)OCO4)cc2c1	1	5
COc1cccc(N(CC(=O)NCC2CCCO2)C(=O)CNS(=O)(=O)c2ccccc2)c1 (stereo unspecified)	0	1
O=C(N/N=C\c1ccncc1)c1ccccc1O	3	-10
COc1ccc(/C=N/NC(=O)c2cc(-c3ccc(C)cc3C)nc3ccccc23)cc1COC(C)=O	6	1
C=CCC[C@@H](Cc1ccc(F)cc1)C(=O)OCCNC(=O)[C@@H](CC=C)CC(=O)N[C@H](CO)Cc1ccccc1	7	-4
O=C(O)CC(SCC(=O)Nc1ccc(Br)cc1)C(=O)O (stereo unspecified)	11	-10
COc1ccc(NC(=O)Cn2nnc(C(=O)NCCc3ccc(OC)c(OC)c3)c2N)cc1	-7	-2
COCCNC(=O)/C(C#N)=C\c1ccc(CNS(=O)(=O)c2ccccc2)o1	21	-10
CC(=O)N1CCN(S(=O)(=O)c2cccc(C(=O)Nc3ccccc3N3CCOCC3)c2)CC1	-3	-8

# (continued)
canonical_smiles	TAG inh	TAG inh DAPI viability
Cc1ccc2c(Cl)cc(Cl)c(OCC(=O)NC3CCS(=O)(=O)C3)c2n1 (stereo unspecified)	14	-9
NC(=O)CSc1nc(C2CC2)nc2sc3c(c12)CCCC3	0	3
CCc1ccc(C(=O)COC(=O)CNC(=O)CNS(=O)(=O)c2ccccc2)cc1	-4	2
O=C(CCC(=O)N1CCOc2ccccc21)NCCCN1CCOCC1	-2	2
CN(C)CCCNC(=S)N1CCN(c2nc(-c3ccccc3)cs2)CC1	26	-8
O=S(=O)(c1cccc(F)c1)N1CCc2sccc2C1c1ccc(OC(F)(F)F)cc1 (stereo unspecified)	-4	4
NC(=O)C1CCN(c2ncnc3c2c(-c2ccccc2)cn3-c2ccccc2)CC1	10	-7
O=C(COC(=O)Cc1ccccc1F)NCCNC(=O)COC(=O)Cc1ccccc1F	-14	7
Cc1nnc(SCC(=O)Nc2sccc2C#N)s1	4	6
O=C(OC1CCOC1=O)c1cncc(Br)c1 (stereo unspecified)	12	-6

# Following part.
canonical_smiles	TAG inh	TAG inh DAPI viability
O=C(COc1ccc(Cl)cc1Cl)OCC(=O)c1ccc[nH]1	18	6
CC1(C)CC(=O)C2=C(C1)OC1=C(C(=O)CC(C)(C)C1)C2c1ccccc1Cl	-7	1
Oc1c(Cl)cc(Cl)cc1/C=C/c1ccc2cccc(O)c2n1	6	-3
Cc1ccc(S(=O)(=O)N2CCOCC2)cc1NC(=O)COC(=O)CCC(=O)c1cccs1	10	-21
Cc1cc2c(cc1C)N(CC(=O)N1CCCC1)C(=O)CC(c1ccccc1)=N2	32	8
C=CCNC(=S)NNC(=O)c1cc(-c2cccnc2)nc2ccccc12	5	2
Cc1cccc(C2C3=C(CCCC3=O)N=C3c4ccccc4C(=O)C32)c1 (stereo unspecified)	3	-4
CC(C)c1ccc(NC2CCCN(C(=O)CCN3CCCC3=O)C2)cc1 (stereo unspecified)	-1	3
Cc1ccc(C(=O)O)cc1NC(=S)NC(=O)c1ccc(-c2ccc(Cl)cc2)o1	8	3
Cc1cc(C)n(CCc2nc3c4ccccc4n(CC#N)c(=O)n3n2)n1	9	-5

# (listing goes on)
canonical_smiles	TAG inh	TAG inh DAPI viability
O=C1C2CC=C(Cl)CC2C(=O)N1CN(Cc1ccco1)CN1C(=O)C2CC=C(Cl)CC2C1=O (stereo unspecified)	-1	-1
N#Cc1c(-c2ccco2)cc(-c2ccccc2)[nH]c1=O	-6	7
CC(C)CC(NC(=O)OC(C)(C)C)C(=O)NC(C(=O)N1CCCC1C(N)=O)C(C)C (stereo unspecified)	-11	7
Cc1ccc(S(=O)(=O)C2(C(=O)NC3CCCCC3C)CC2)cc1 (stereo unspecified)	-14	3
COc1ccc(CCC(=O)Nc2ccc(OC)c(S(=O)(=O)N3CCCCC3)c2)cc1OC	-6	-9
COCC1CCCCN1C(=O)c1ccc2oc(CCCc3ccccc3)nc2c1 (stereo unspecified)	-12	5
O=C(C1CCCN(S(=O)(=O)c2cnc[nH]2)C1)N(CCc1ccccc1)Cc1ccccc1 (stereo unspecified)	-2	0
CN1CCN(/C(=N\S(=O)(=O)c2ccc(F)cc2)c2ccccc2)CC1	-2	-7
S=c1[nH]nc(-c2cccs2)n1/N=C/c1c(Cl)cccc1Cl	-13	3
CC(=O)Nc1nc(NC(=O)C(Cl)(Cl)Cl)n(-c2ccccc2)n1	-4	3

# (continued)
canonical_smiles	TAG inh	TAG inh DAPI viability
CCCCN(C(=O)C1CCN(C(=O)c2ccccc2C)CC1)c1c(N)n(CC(C)C)c(=O)[nH]c1=O	-1	1
Cc1ccc(-c2cc(C(=O)Nc3cc(C)ccc3O)no2)cc1	7	-9
CCN1C(=O)c2cccc3c(Cl)ccc(c23)C1=O	-13	10
c1ccc2c(C3OCC4(CCCCC4)CO3)cccc2c1	4	3
c1coc(-c2nc3nc4ccccc4n3nc2-c2ccco2)c1	12	-10
COC(=O)C1=C(N)N(c2ccccc2F)C2=C(C(=O)CC(C)(C)C2)C1c1ccc(OC)c(OC)c1 (stereo unspecified)	0	4
CCCCNc1c(-c2cccc(-c3cc(C(C)=O)cs3)c2)nc2ccc(C)cn12	3	29
CCN(CC)c1nc(-c2ccccc2)nc2c1sc(=S)n2CC	8	-9
Cc1cccc(CN2CCc3c(OCC(=O)NCc4ccco4)cccc3C2=O)c1	-3	-7
Cc1ccc(S(=O)(=O)N2CCC3(CC2)OCCO3)cc1	14	-2

# The list goes on.
canonical_smiles	TAG inh	TAG inh DAPI viability
COc1cc(OC)c2c3c(c(C4CCCCC4)nc2c1)CCCC3	-12	12
c1cncc(N=c2scc(-c3cccc4ccccc34)n2CCCn2ccnc2)c1	-18	51
COc1ccc(C(=O)C2CCCN(C(=O)C3CCOCC3)C2)c(C)c1 (stereo unspecified)	6	-14
CC1(C)Cc2nc3oc4c(=S)nc[nH]c4c3cc2CO1	-21	3
Cc1cccc(NC(=O)Nc2cccc(C)n2)n1	-16	5
Cc1ccc(C(=O)C2=C(O)C(=O)N(Cc3ccco3)C2c2ccc(N(C)C)cc2)o1 (stereo unspecified)	5	1
Oc1c(CN2CCCCC2)ccc2cccnc12	97	-58
O=C1c2cccc(OCc3ccc(F)cc3)c2CCN1Cc1ccc(F)cc1	-27	7
COC1=CC(=O)c2c(ccc3ncnc(N)c23)C1=O	129	-84
CN(C)S(=O)(=O)c1ccc(Oc2ccccc2)cc1	7	-5

# The list continues.
canonical_smiles	TAG inh	TAG inh DAPI viability
O=C(CCCOc1ccccc1)N1CCN(S(=O)(=O)c2cccs2)CC1	3	-15
CCc1c(C)nc(SCC(=O)Nc2nc(-c3ccc(OC)cc3)cs2)[nH]c1=O	-8	4
COc1cccc(CCNC(=O)c2cc(COc3cccc(OC)c3)on2)c1	-1	-2
O=C(COC(=O)c1ccc2c(c1)OCCO2)Nc1cc(Cl)ccc1Cl	4	3
Cc1ccc(F)cc1NC(=O)Cc1nn(C)c(=O)c2ccccc12	-43	7
N#Cc1cn(-c2ccccc2)nc1C(=O)c1ccccc1	6	-5
c1ccc(C(c2ccccc2)N2CCN(C(c3ccccn3)c3nnnn3C3CCCC3)CC2)cc1 (stereo unspecified)	-12	10
CC(C)N(O)C(=O)NC(C)(C)C	-3	0
CC1CCN(CCNC(=O)C2CCCN(S(=O)(=O)c3cccc4nonc34)C2)CC1 (stereo unspecified)	14	-2
O=C(NC(=S)NNC(=O)c1cccs1)c1ccccc1	-12	-7

# The listing continues.
canonical_smiles	TAG inh	TAG inh DAPI viability
CN1CCN(C(c2ccc(F)cc2)c2nnnn2Cc2cccs2)CC1 (stereo unspecified)	11	9
COc1ccc(C(=O)NCc2nnc(SCC(=O)Nc3cccc(C(F)(F)F)c3)o2)cc1OC	5	-7
COc1ccc(S(=O)(=O)NCCC(=O)N2CCCN(C)CC2)cc1	9	-8
Cc1ccc(C)c(OCC(=O)NNC(=O)c2ccc(NC(=O)C3CC3)cc2)c1	7	13
CC1SCC(NC(=O)c2ccccc2Cl)CS1 (stereo unspecified)	-2	-5
Clc1cc(Br)ccc1OCCn1ccnc1	5	-8
CC(=O)Nc1ccc(CN2CCN(C3CCCC3)C(CCO)C2)cc1 (stereo unspecified)	-6	0
Cc1ccnc(NS(=O)(=O)c2ccc(NC(=O)C(C)(C)C)cc2)n1	2	-4
Oc1[nH]c2ccccc2c1/C=N/c1nccs1	-11	-1
O=C1CCc2cc(S(=O)(=O)NCc3ccc(Cl)cc3)cc3c2N1CC3	-2	1
